KB-3-1 cytotox: qHTS assay for MDR1-selective chemotherapeutics: Primary screen using the parental adenocarcinoma cell KB-3-1; KB-3-1 viability, CellTiter-Glo ATP luminescence, 72 h; 400,000 tested, 1.4% active; AID 1347075, 2019; Potency, µM (series often up to 46.1 µM), for the others: at the top dose activity change, negative = cytotoxic, usual class: cytotoxic; also: % is scaled to controls: 0 for no effect and ±100 for the full control effect; nearly all actives have a fitted effect of over 60% in size
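Parental KB-3-1 adenocarcinoma cells in phenol-red-free DMEM with 10% FBS were pin-treated with compounds at several concentrations, incubated 72 h at 37 °C, and viability read by CellTiter-Glo luminescence; concentration-effect curves were fitted after normalization.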
HT1080-NT tox: qHTS for induction of synthetic lethality in tumor cells producing 2HG: qHTS for the HT-1080-NT fibrosarcoma cell line; HT-1080-NT fibrosarcoma viability, CellTiter-Glo ATP luminescence, 48 h; AID 686970, 2013; 360,000 tested, 1.6% active; Potency, µM (top dose mostly 46.1 µM), inactives show at the highest dose activity, negative = less viability, hits mostly cytotoxic;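 also: NT is the 2HG producing partner of a matched IDH1 knockdown line; 0% = DMSO-treated cells and -100% = media-only wells without cells; nearly all actives have a fitted effect of over 55% in size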
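Toxicity toward the 2HG-producing NT line was scored as %Activity, normalised to DMSO and no-cell wells, from CellTiter-Glo luminescence after 48 hours' treatment.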
SW480 rereplic: A quantitative high throughput screen for small molecules that induce DNA re-replication in SW480 colon adenocarcinoma cells; 340,000 tested, 1.8% active; AID 624297, 2012; Potency, µM (top dose mostly 46.1 µM), for inactives: at the highest dose re-replication activation, usual class: activators; SW480 DNA re-replication, Hoechst DNA content imaging, 48 h; also: % of control where 0% means no effect; nearly all actives have a fitted effect of over 55% in size
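Cells (250 per well) received 23 nL compound or DMSO by pin tool and were kept 48 hr at 37 C, 5% CO2. Nuclei were then stained with Hoechst for 40 min and scanned for DNA content.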
HEK293 tox: qHTS of GLP-1 Receptor Inverse Agonists: Cytotox Screen | HEK293 cAMP-luciferase reporter cells, luminescence, 24 h | Potency, µM (doses to about 38.3 µM), for the others: at the highest dose activity change, negative = inhibition, hits mostly inhibitors | 410,000 tested, 0.13% active | AID 624418, 2012;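 also: loss of luciferase light is scored as toxicity; % is scaled to controls: 0 for no effect and ±100 for the full control effect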
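Cells in DMEM/10% Nu serum/1% pen-strep, 1536-well format. Pre-incubated 12 h, dosed with 23 nL compound, incubated a further 24 h. Luciferase detection, 12 min at room temp, luminescence.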
GLP1R inv ag: qHTS of GLP-1 Receptor Inverse Agonists (Inhibition Mode); Potency, µM (doses to about 38.3 µM), for inactives: top-dose activity change, negative = inhibition, hits mostly inhibitors; 410,000 tested, 1.6% active; Glucagon-like peptide 1 receptor (Homo sapiens), P43220; HEK293 GLP-1R CRE-luciferase, luminescence, 24 h; GLP-1R form is constitutively active; also: % is scaled to controls: 0 for no effect and ±100 for the full control effect; nearly all actives have a fitted effect of over 55% in size
Target sequence (P43220 whole entry, looked up): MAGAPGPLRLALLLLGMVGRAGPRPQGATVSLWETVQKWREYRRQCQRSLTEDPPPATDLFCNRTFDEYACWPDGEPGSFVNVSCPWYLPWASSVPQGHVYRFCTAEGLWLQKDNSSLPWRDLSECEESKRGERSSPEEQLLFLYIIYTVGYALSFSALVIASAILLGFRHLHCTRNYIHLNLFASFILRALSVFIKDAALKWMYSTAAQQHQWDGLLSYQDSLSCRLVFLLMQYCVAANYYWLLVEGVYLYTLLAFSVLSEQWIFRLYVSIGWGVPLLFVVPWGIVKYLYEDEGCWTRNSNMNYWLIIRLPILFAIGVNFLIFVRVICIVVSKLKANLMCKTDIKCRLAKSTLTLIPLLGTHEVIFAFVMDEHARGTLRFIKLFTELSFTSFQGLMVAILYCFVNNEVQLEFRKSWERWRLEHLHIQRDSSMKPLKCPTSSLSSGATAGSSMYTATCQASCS
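Inverse agonists were sought by their lowering of basal cAMP reporter luciferase output in HEK293 cells stably carrying constitutively active human GLP-1R, after 24 h compound treatment.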
HT1080 IDH1KD tx: qHTS for induction of synthetic lethality in tumor cells producing 2HG: qHTS for the HT-1080-IDH1KD cell line; HT-1080 IDH1 knockdown viability, ATP luminescence, 48 h; Potency, µM (top dose mostly 46.1 µM), without a hit: top-dose activity, negative = toxicity, actives largely listed as cytotoxic; 360,000 tested, 2% active; AID 686971, 2013;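 also: 0% = DMSO wells and -100% = cell-free medium wells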
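Using the IDH1-knockdown HT-1080 line run in the same batch and compound series as the NT line, viability after 48 h at 37 °C was determined by CellTiter-Glo luminescence and expressed as % activity.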
KB-V1 cytotox: qHTS assay for MDR1-selective chemotherapeutics: Primary screen using the drug-selected MDR subline cells KB-V1; KB-V1 MDR cells viability, CellTiter-Glo, 72 h; Potency, µM (series often up to 46.1 µM), for inactives: at the highest dose activity change, negative = cytotoxicity, actives largely listed as cytotoxic; 400,000 tested, 3.4% active; AID 1347076, 2019; also: % is scaled to controls: 0 for no effect and ±100 for the full control effect; nearly all actives have a fitted effect of over 60% in size
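Cells of the MDR subline KB-V1 are plated, dosed with compound at multiple concentrations, and incubated 72 h at 37 degrees C; CellTiter-Glo is then added and luminescence read after 10 min.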
GLP1R ag: qHTS of GLP-1 Receptor Agonists | Potency, µM (doses to about 45.6 µM), without a hit: top-dose activation, hits mostly activators | 380,000 tested, 0.007% active | AID 624172, 2012 | HEK293 GLP-1R CRE-luciferase, luminescence, 4-6 h; cells express a hypersensitive GLP-1R form | Glucagon-like peptide 1 receptor (Homo sapiens), P43220; also: % of control where 0% means no effect
TDP-43 yeast inh: qHTS of TDP-43 Inhibitors; TDP-43 expressing yeast growth rescue, BacTiter-Glo, 24 h; Potency, µM (series often up to 46.1 µM), inactives show at the top dose growth rescue (activation), usual class: activators; 410,000 tested, 1.8% active; AID 652104, 2013; also: % of control where 0% means no effect; nearly all actives have a fitted effect of over 50% in size
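Yeast expressing TDP-43 (pregrown in raffinose, seeded at OD600=0.02 in galactose medium) exposed to compounds 24 hr at 30 deg C. Growth read by BacTiter-Glo luminescence; rescue of toxicity appears as increased signal.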
Numbers without * were called inactive; ? = inconclusive; / = not tested or not shown; & = joins results of further samples; [ ] = another dose, or the depositor's remark. Calls follow the shape of the dose curve; as a rule, active = well fitted curve in the direction sought with a large enough effect; inconclusive = small, poorly fitted or top-dose-only effect, or another doubt; inactive = no such curve, though single readings can be large; an effect the other way counts as inactive or inconclusive. Potency is read from the fitted curve at half-maximal effect.

Screens in order: KB-3-1 cytotox	HT1080-NT tox	SW480 rereplic	HEK293 tox	GLP1R inv ag	HT1080 IDH1KD tx	KB-V1 cytotox	GLP1R ag	TDP-43 yeast inh
CC1CCCC(C)N1/N=C/c1ccc(C#N)cc1 (centres undefined)
 : -1%	1%	1%	-9%	-4%	15%	-2%	10%	-6%[1.82 µM]
COc1ccc(CCNC(=O)c2ccc3c(c2)CCN3S(=O)(=O)c2ccc(C)cc2)cc1OC
 : -5%	/	/	0%	-20%	/	-28%	/	16%
C[C@@H]1CN([C@@H](C)CO)C(=O)CCCn2nncc2CO[C@H]1CN(C)Cc1cccc2c1OCCCO2
 : -15%	-2%	/	-4%	13%	-1%	1%	-1%	0%
O=C(CSc1nnc(CNC(=O)c2ccccc2F)o1)NC1CCCCC1
 : 1%	20%	-10%	-3%	9%	10%	-5%	-2%	5%
COc1ccc(-n2cnnc2SCC(=O)Nc2nc(C)c(Cl)cc2Cl)cc1
 : -1%	11%	-6%[9.22 µM]	2%	4%	9%	-20%	-1%	-5%
O=C(NNC1=C(C(=O)C(F)(F)F)CCC1)c1ccc(Br)cc1
 : -17%	?	9.2µM*	-17%	-18%	10µM*	-28%	3%	-18%
CCS(=O)(=O)c1nc(S(=O)(=O)c2ccc(Cl)cc2)c(N2CCN(CCO)CC2)s1
 : 0%	3%	-6%	-16%	-17%	-3%	-3%	-1%	18%
Cc1ccc(-c2nc(C3CCN(S(C)(=O)=O)CC3)no2)cc1
 : -4%	-3%	-6%	2%	9%	5%	-10%	24%	11%
COC(=O)[C@@]12C[C@@H](CC(=O)NCCC(C)C)C(=O)N(Cc3ccccc3)C1=CCC(C)(C)C2
 : -23%	0%	/	2%	?	-10%	?	/	13%
O=C(Nc1ccc(F)c(Cl)c1)C1Cc2c(-c3ccc4c(c3)OCO4)ccnc2O1 (centres undefined)
 : -2%	16µM*	/	-4%	?	26µM*	-25%	-6%	29%
C/C=C(\NC(C)=O)c1ccccc1
 : 6%	0%	-6%	-6%	5%	4%	23%	10%	22%
O=C(COC(=O)CCS(=O)(=O)c1ccccc1)Nc1ccccc1
 : 7%	4%	-4%	-7%	4%	12%	-8%	-3%	5%
COc1cc(C)ccc1OCc1cc(C(=O)N(Cc2nccn2C)C(C)C)no1
 : 18%	-4%	-1%	1%	13%	7%	-27%	-7%	0%
CCn1nnnc1SCC(=O)N1c2ccccc2NC(=O)CC1C (centres undefined)
 : 13%	-3%	-11%	1%	-24%	-2%	3%	2%	15%
COc1ccc(NC(=O)c2sc(N3CCOCC3)nc2-c2ccccc2)c(OC)c1
 : 3%	-21%	3%	-17%	?	?	?	8%	19%

Additional records follow:
Screens in order: KB-3-1 cytotox	HT1080-NT tox	SW480 rereplic	HEK293 tox	GLP1R inv ag	HT1080 IDH1KD tx	KB-V1 cytotox	GLP1R ag	TDP-43 yeast inh
CCc1ccccc1NC(=S)N(CCN1CCCCC1)Cc1ccco1
 : -3%	-5%	-1%	-4%	?	-1%	-24%	2%	5%
O=C(C1=C[C@H](c2ccccc2)C[C@H](OCc2ccc(CO)cc2)O1)N1CCOCC1
 : 7%	9%	-2%	2%	19%	14%	-20%	-6%	16%
CC1(C(=O)NS(=O)(=O)C2CC2)CCN(C(=O)c2c(F)cccc2F)C1 (centres undefined)
 : 0%	20%	/	-14%	-20%	?	2%	-8%	0%
COC(=O)C(C(=O)OC)[C@@H]1C=C[C@H](C[N+](=O)[O-])N(C(C)=O)C1
 : 7%	0%	-17%	5%	6%	-1%	16%	0%	6%
Cc1ccc(NC(=O)C2CCC(CNS(=O)(=O)c3ccc4c(c3)C(C)(C)C(=O)N4C)CC2)cc1 (centres undefined)
 : -11%	/	/	6%	10%	/	-1%	/	9%
CC(C)(C)c1ccc(CCC(CC(=O)O)CC(=O)O)cc1
 : -1%	2%	-162%[inhibitor]	5%	-4%	0%	9%	-5%	25%
O=c1oc(=O)c2ccccc2c2ccccc12
 : 1%	13%	-1%	-3%	5%	14%	2%	-3%	0%
CCOC(=O)Cc1ccc(NS(=O)(=O)c2ccc(SC)cc2)cc1
 : -6%	1%	-4%	14%	?	-13%	-29%	29%	2%
COc1cc(-c2noc(-c3cc(C(C)C)[nH]n3)n2)cc(OC)c1OC
 : -6%	/	/	1%	2%	/	-25%	/	3%
CC(C)NC(=O)C1CCN(C2CCN(Cc3cn[nH]c3-c3ccccc3)CC2)CC1
 : 11%	4%	-5%	-2%	3%	9%	12%	7%	-19%
C[n+]1ccccc1/C=C1\Sc2ccccc2N1CCO
 : 21µM*	-26%	-1%	?	-20%	?	-9%	-4%	7%
Cc1ccc(-c2nc(N/N=C/c3ccncc3)c3ccccc3n2)cc1
 : ?	11µM*	4%	?	-30%	10µM*	23µM*	-1%	-24%
Cc1noc(C)c1COc1ccc(C(=O)NNC(=O)c2ccccc2F)cc1
 : ?	?	12µM*	-21%	?	6.5µM*	-29%	11%	-1%
CCOC(=O)N1CCN(C(=O)CCc2ccc(S(=O)(=O)NC(C)C)cc2)CC1
 : 3%	6%	-13%	0%	13%	4%	-8%	12%	14%
CN=c1sc2ccccc2n1CC(O)COc1ccccc1 (centres undefined)
 : -15%	1%	3%	10%	?	-9%	15µM*	1%	-6%

The results go on.
Screens in order: KB-3-1 cytotox	HT1080-NT tox	SW480 rereplic	HEK293 tox	GLP1R inv ag	HT1080 IDH1KD tx	KB-V1 cytotox	GLP1R ag	TDP-43 yeast inh
Cc1ccc(S(=O)(=O)N2CCCC2)cc1C(=O)N1CCC(C)CC1
 : 3%	0%	-31%[inhibitor]	-20%	10%	1%	?	1%	-2%
CCN1C(=O)c2ccccc2Sc2ccc(NC(=O)c3ccc(Cl)cc3)cc21
 : 19%	/	/	-4%	3%	/	7%	/	3%
Clc1ccc(Nc2ncnc3c2nnn3Cc2ccccc2)cc1
 : 6%	-25%	-2%	-4%	15%	-26%	-9%	6%	7%
C[C@H]1CN([C@@H](C)CO)S(=O)(=O)c2ccc(-c3cncnc3)cc2O[C@H]1CN(C)C(=O)NC1CCCC1
 : -4%	-1%	/	-3%	1%	2%	7%	-4%	0%
O=C(Cn1ccc([N+](=O)[O-])n1)NCc1cccnc1
 : -3%	4%	2%	-32%	2%	-2%	?	3%	-8%
O=C(Oc1coc(CSc2ncccn2)cc1=O)c1ccccc1[N+](=O)[O-]
 : 14%	-1%	-20%	0%	-6%	3%	13%	0%	1%
COC(=O)C1=C(C)N(C)C(=O)/C1=C\c1ccco1
 : -3%	-1%	-3%	-22%	33%[activator]	3%	3%	-7%	-1%
O=C(Nc1ccccc1F)N(Cc1ccc(F)cc1)Cc1nc2ccccc2c(=O)[nH]1
 : 17%	16%	-11%	-3%	5%	15%	15%	4%	-19%
CCc1ccccc1NC(=S)NC1CC2CCCC(C1)N2Cc1cccs1 (centres undefined)
 : -1%	?	-7%	6%	?	?	?	-3%	-11%
S=C(NCCCc1ccccc1)Nc1ccc(Cl)cc1
 : 0%	?	/	?	?	?	?	-16%	12%
O=C(Oc1ccccc1/C=C\C(=O)c1cc2ccccc2o1)c1ccccc1
 : 9%	?	?	-8%	9%	?	-8%	-1%	22µM*
Cc1ccc(C(=O)NCCOc2ccc(Cl)cc2)cc1
 : 19%	-1%	-7%	-15%	?	1%	4%	21%	-15%
COc1ccccc1NC(=O)c1ccccc1NS(=O)(=O)N1CCCC1
 : 24%	-5%	-9%	-25%	0%	9%	-3%	9%	1%
CC1(C(=O)NS(=O)(=O)c2ccccc2)CCN1C(=O)Cc1ccccc1Cl (centres undefined)
 : 3%	0%	/	13%	14%	8%	-2%	-2%	1%
COc1ccc(C(=O)Nc2cc(S(=O)(=O)c3ccc(Cl)cc3)c(O)c(C)c2C)cc1
 : 5%	/	/	-10%	?	/	0%	1%	-4%

Carrying on:
Screens in order: KB-3-1 cytotox	HT1080-NT tox	SW480 rereplic	HEK293 tox	GLP1R inv ag	HT1080 IDH1KD tx	KB-V1 cytotox	GLP1R ag	TDP-43 yeast inh
Cc1cc(=S)[nH]c(=S)[nH]1
 : 17%	12%	-2%	-21%	27%	5%	-1%	1%	9%
CC(=O)Nc1ccc(/C=N/Nc2nc3ccccc3s2)cc1
 : ?	3%	-7%	2%	-19%	2%	-5%	-5%	5%
Cc1nc(-c2ccc(C(=O)NCCO)cc2)cs1
 : 23%	16%	1%	3%	14%	2%	2%	-1%	11%
Cc1ccc(-n2c(-c3ccco3)nc3c(cnn3-c3ccccc3C)c2=O)cc1
 : ?	-2%	-15%	4%&-7%	5%&-7%	4%	?	6%&2%	-8%&13%
Cc1cccc(-n2c(-c3ccoc3C)n[nH]c2=S)c1
 : 3%	?	0%	?	-24%	16%	19%	5%	0%
Cc1cccc(C(=O)OC(C)C(=O)NC(=O)NC2CCCCC2)c1O (centres undefined)
 : 1%	-7%	-8%	-5%	3%	-16%	-1%	-10%	-11%
COc1cc(NC(=O)C2=C(N3CCOCC3)/C(=C\c3ccc(N(C)C)cc3)CCC2)cc(OC)c1OC
 : 12µM*	?	10µM*	21%	?	29µM*	2.6µM*	-2%	10%
COc1cc2ccccc2cc1C(=O)Nc1cccnc1
 : -2%	-1%	2%[9.22 µM]	9%	30%[activator]	-4%	-6%	?	3%
CS(=O)(=O)c1ccc2nc(NC(=O)CC3CCCC3)sc2c1
 : 11%	-29%	1%	?	40%	?	?	6%	0%
O=C(NCCc1ccccc1Cl)c1cc2ccccn2n1
 : -3%	/	/	-4%	6%	/	8%	/	-14%
COc1ccccc1CN1C(=O)C(C)ON=C1c1ccccc1F (centres undefined)
 : -6%	18%	/	-2%	-20%	-2%	?	11%	0%

Screening data (PubChem BioAssay)

This is a random part of the collection. Share with any hit: about 9.4%.
